MITF TRPM1 inh: inhibitors of MITF-driven TRPM1 promoter in melanoma cells. SK-MEL-5 TRPM1 promoter luciferase, 24 h. inhibition, % at 12.5 µM. 330,000 compounds, 0.83% hits. AID 488899;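 active = mean inhibition across replicates of 60% or more, whatever share of single replicates reaches that level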; note: values of inactives mirror those of a sister screen read the other way
HIF-2a inh: blocks HIF-2a reporter activity. 360,000 compounds, 0.72% hits. AID 624352. inhibition, % at 18.8 µM. 786-0 RCC cells HIF-2a reporter, luciferase luminescence, overnight;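 active = inhibition of the luminescence signal of 40% or more relative to plate controls, in a single-dose primary screen at 18.75 µM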
Peg3 promoter: reduces Peg3 promoter-driven luciferase expression in HeLa; 360,000 compounds, 1.7% hits; HeLa PEG-Prom luciferase reporter, luminescence, overnight; inhibition, % at 20 µM;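 active = inhibition of at least 50% at 20 µM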
KKLEB cytotox: reduces viability of KKLEB cystic fibrosis airway cells. KKLEB CF airway cells viability, ATPlite luminescence, overnight; stronger effect = lower value; cells stimulated with P. aeruginosa culture filtrate. activity change (cytotoxicity), % at 5 µM. 360,000 compounds, 0.36% hits. AID 602141;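 active = corrected activity change at or below -50% at 5 µM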
Shn3 inh set2: Schnurri-3 reporter inhibition in Clone20 osteoblasts | Clone20 osteoblast Shn3 3'UTR firefly luciferase, 24 h | inhibition, % at 12.5 µM | 360,000 compounds, 0.52% hits;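 active = mean inhibition of at least 75% with every replicate also reaching 75%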;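 note: 0% = median of neutral control wells and 100% = pilot-screen positive control compound; some compounds past the cut are filed as inactive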
Vif inh: HIV Vif inhibition. HEK293T cells, Vif self-association by quenched fluorescence, imaging, 24 h. inhibition, % at 7.49 µM. 340,000 compounds, 0.35% hits. AID 602346; in the data active = inhibition above about 50%, passing the limit was not always enough; note: some results filed as inactive read as strong as hits
CaV13 ICDI inh: Primary screen for inhibitors of IQ motif and Ca2+-dependent inactivation inhibitor domain binding in CACNA1D, Förster resonance energy transfer in living cells, …; HEK cells, CFP/YFP FRET ICDI-IQ, plate reader, 10 min; percent FRET-ratio fall versus neutral wells; inhibition, % at 12.3 µM; 340,000 compounds, 0.098% hits;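 active = mean replicate inhibition of at least 30% and at least 1% of replicates passing that level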;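 note: 0% = median of the neutral control wells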
PDI turbidity: blocks human protein disulfide isomerase activity | P07237 | PDI insulin aggregation turbidity, A650, 90 min | inhibition, % at 10 µM | 350,000 compounds, 0.052% hits | AID 588391;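 active = mean inhibition across replicates of 30% or more, whatever share of single replicates reach that level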;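 note: absorbance from insulin aggregation driven by PDI reduction with DTT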
Target sequence (P07237 whole entry, looked up): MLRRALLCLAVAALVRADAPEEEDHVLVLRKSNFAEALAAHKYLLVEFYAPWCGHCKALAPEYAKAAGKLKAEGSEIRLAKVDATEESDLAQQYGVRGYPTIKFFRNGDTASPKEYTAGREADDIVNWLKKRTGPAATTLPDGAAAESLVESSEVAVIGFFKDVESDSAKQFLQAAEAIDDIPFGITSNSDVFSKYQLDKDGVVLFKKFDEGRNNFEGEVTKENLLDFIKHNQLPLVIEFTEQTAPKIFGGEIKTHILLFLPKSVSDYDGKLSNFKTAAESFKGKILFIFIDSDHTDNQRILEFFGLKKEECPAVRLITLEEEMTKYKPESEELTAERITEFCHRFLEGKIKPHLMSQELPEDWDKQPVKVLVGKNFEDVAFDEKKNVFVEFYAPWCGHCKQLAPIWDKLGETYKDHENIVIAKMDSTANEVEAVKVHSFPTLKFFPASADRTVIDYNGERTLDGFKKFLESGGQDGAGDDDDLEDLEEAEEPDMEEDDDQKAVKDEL
CF NFkB inh: blocks PAF-induced NF-kB reporter in cystic fibrosis cells; KKLEB NF-kB-GFP reporter, GFP fluorescence overnight; inhibition, % at 5 µM; 360,000 compounds, 0.86% hits;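 active = at least 50% inhibition at 5 µM, scaled per plate between neutral and stimulator controls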;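 note: PAF is a Pseudomonas aeruginosa culture filtrate used as stimulus; plate controls were PAF-stimulated DMSO wells for no effect and unstimulated DMSO wells for full effect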
NR2E3 ag-1: human photoreceptor-specific nuclear receptor agonism. 360,000 compounds, 0.35% hits. Q9Y5X4. inhibition of corepressor binding, % at 3.98 µM. CHO-S Gal4-NCOR/VP16-NR2E3 two-hybrid, luciferase. AID 602229;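 active = inhibition above the mean of all tested compounds plus 3 SD, cut at about 70% in these data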;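 note: 0% = DMSO with NR2E3 transfected cells and 100% = cells lacking NR2E3 construct; higher means lower luciferase signal from less NR2E3 corepressor binding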
Target sequence (Q9Y5X4 whole entry, looked up, the tested form may be a part): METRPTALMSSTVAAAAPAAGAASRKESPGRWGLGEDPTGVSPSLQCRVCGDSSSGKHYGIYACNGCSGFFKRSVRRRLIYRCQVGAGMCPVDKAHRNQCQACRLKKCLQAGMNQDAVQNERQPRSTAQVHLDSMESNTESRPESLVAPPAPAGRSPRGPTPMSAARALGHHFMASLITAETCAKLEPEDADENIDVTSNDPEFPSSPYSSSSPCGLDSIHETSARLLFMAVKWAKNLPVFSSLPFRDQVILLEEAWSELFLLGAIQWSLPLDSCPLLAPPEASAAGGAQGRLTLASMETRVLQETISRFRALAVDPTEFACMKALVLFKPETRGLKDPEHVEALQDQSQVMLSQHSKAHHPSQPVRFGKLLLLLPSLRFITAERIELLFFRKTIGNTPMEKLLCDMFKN
NR2E3 ag-2: activates human photoreceptor nuclear receptor NR2E3; 320,000 compounds, 0.12% hits; AID 2300; inhibition of corepressor binding, % at 4.78 µM; GST-NR2E3/biotin-RetCOR TR-FRET, 1536-well; Q9Y5X4;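 active = percent inhibition above the cutoff of mean plus 3 SD of all tested compounds, set per screening campaign, cut at about 20% in these data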;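 note: 0% = DMSO wells and 100% = biotin wells as full block of FRET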
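System: GST-tagged NR2E3 plus biotinylated RetCOR corepressor; Amount: 1.35 nM GST-tagged NR2E3 final; Dosing: single nominal compound dose of 4.8 µM; Schedule: 5 h incubation at 4 °C; Technique: TR-FRET with europium anti-GST and streptavidin-D2, 340 nm excitation; Controls: biotin wells as high control, 0.6% DMSO wells as low control.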
Starred values were filed as active, the others as inactive; . = not tested or not shown.

#	mol	MITF TRPM1 inh	HIF-2a inh	Peg3 promoter	KKLEB cytotox	Shn3 inh set2	Vif inh	CaV13 ICDI inh	PDI turbidity	CF NFkB inh	NR2E3 ag-1	NR2E3 ag-2
1	Cc1ccc(N2C(=O)C(c3c(C)[nH]n(-c4ccccc4)c3=O)(C(F)(F)F)C3=C2CC(C)(C)CC3=O)cc1 (configuration not stated)	4	7	10	-14	-1	2	.	26	12	-6	0
2	CC1(C)Cc2c(sc3nc(SCC(=O)N4CCOCC4)nc(N)c23)CO1	-10	9	-13	2	-1	16	-7	-5	-8	-12	3
3	CC(Oc1ccccc1)C(=O)NC1C(=O)N2C1SC(C)(C)C2C(=O)O (configuration not stated)	10	6	-6	0	20	18	-18	5	2	12	0
4	Cc1ccc(N2C(=O)/C(=C/c3cccnc3)SC2=S)cc1	15	-3	-25	-2	15	.	-2	-2	13	-7	4
5	CC1(c2ccc3c(c2)OCCCO3)NC(=O)N(CC(=O)NCCc2ccccc2)C1=O (configuration not stated)	0	3	6	10	-35	15	-7	-7	22	-3	3
6	CN1C[C@H]2CON(C)[C@H]2C[C@H]1c1cccc(N2CCOCC2)c1	-2	-1	3	-11	5	-1	-5	-11	3	-27	.
7	COc1ccc(OCC(=O)Nc2ccc3c(c2)CCC3)cc1	-1	-136	-69	6	-3	-1	-14	-6	12	0	1
8	CC(=O)Oc1cccc(Nc2ncnc3ccccc23)c1	.	-13	-22	5	-13	-9	-18	-57	27	-6	1
9	C/C(=N\Nc1nc(N2CCOCC2)nc(N2CCOCC2)n1)c1cccs1	-3	8	7	-8	4	11	8	2	12	17	1
10	CCCc1nc2n[nH]c(N)c2c2c1COC(C)(C)C2	3	7	-3	-15	-12	.	.	8	9	-16	0
11	O=C(Nc1nnc([C@@H]2C[C@H](O)[C@@H](CO)O2)s1)NC1CCCCC1	.	1	1	1	-1	4	-5	-10	-6	9	.
12	COc1ccc(N2CCN(CCCn3ccc(NC(=O)OCc4ccccc4)nc3=O)CC2)cc1	.	4	1	2	20	5	-10	10	3	10	.
13	CC(C)c1onc(C(=O)Nc2cccc(O)c2)c1[N+](=O)[O-]	-15	-26	-39	2	-15	-7	-2	2	6	-50	1
14	CSc1nnc2n(C)c3c(c(=O)n12)C1(CCCC1)Cc1ccccc1-3	1	4	10	-10	-13	-8	-6	8	6	-19	3
15	CCOC(=O)c1ccc(NC(=S)N2CCN(c3ccccn3)CC2)cc1	6	8	-3	4	19	-3	-6	5	4	-20	43*
16	CN1CCc2cccc3c2[C@@H]1Cc1ccc(O)c(O)c1-3	21	15	3	28	1	4	.	1	-30	-49	3
17	COc1cc2cc(C(c3nnnn3C3CCCCC3)N(C)C3CCCCC3)c(=O)[nH]c2cc1OC (configuration not stated)	-4	-10	5	11	10	-5	.	-8	-16	-11	-1
18	C=C(C1=CCN(S(=O)(=O)C(C)(C)C)[C@H]1CCO)c1ccccc1	-8	8	10	10	3	-7	-3	6	6	-4	.
19	N=C1/C(=C\c2ccc(Br)o2)C(=O)N=C2SC(CC(=O)N3CCOCC3)=NN12	4	14	1	6	-23	3	-6	-4	4	3	3
20	Cc1cc(C)n(-c2ccc(Cl)c(C(=O)OCC(N)=O)n2)n1	-8	8	0	9	-2	0	-11	1	-15	2	-1
21	CN(C(=O)C1CCOC1)c1nnc(-c2cnccn2)s1 (configuration not stated)	0	-29	-16	-2	-1	13	-5	4	-16	-21	2
22	CCOc1ccc(Cc2c(Cl)nc(SC)nc2OC)cc1	-14	-59	-41	-2	9	-10	-5	-3	2	-15	-1
23	NCCCNC(=O)c1ccc(/C=N/O)nc1	2	11	-2	5	8	4	-1	-3	8	0	0
24	Cc1ccc(NC(=O)CCCN2C(=O)NC(C)(C)C2=O)cc1	5	12	1	-6	8	1	-6	-11	3	-41	2
25	Cc1ccc(S(=O)(=O)N(CC(O)CN(C)C)c2ccccc2)cc1 (configuration not stated)	-3	11	13	-5	6	.	-4	-11	8	0	-1
26	Cn1c(SCC(=O)c2ccc3c(c2)Cc2ccccc2-3)nnc1-c1cccc(N)c1	-3	-11	21	3	8	-6	-14	-4	17	-13	-3
27	Cc1ccc(NC(=O)CCc2c(C)nn(-c3ccc(N4CCOCC4)nn3)c2C)c(C)c1	-3	-4	-13	-7	7	2	-2	-1	-1	-16	0
28	c1ccc2oc(-c3[nH]ncc3CN3CCC(N4CCSCC4)CC3)cc2c1	4	21	4	-6	-5	7	-3	-1	8	-3	4
29	Cc1csc(NC(=O)CCc2ccc(S(=O)(=O)N3CCOCC3)cc2)n1	2	9	4	-2	6	6	.	11	-12	7	0
30	CCOC(=O)N1CCN(C(=S)Nc2cccc(C)c2)CC1	2	6	-2	-3	30	-7	-5	-5	16	-5	1
31	CC(=O)Nc1csc2ccccc12	2	10	0	-4	3	4	-2	0	-2	-3	7
32	O=C(NCc1ccc(Cl)cc1Cl)c1ccccn1	-6	-23	1	5	9	5	-4	-4	8	-24	-2
33	Cc1cccc(C(=O)OCC(=O)c2csc(N3CCCCC3)n2)c1[N+](=O)[O-]	-3	-10	-4	-6	-14	4	-19	4	39	-8	.
34	O=C(NCC1CCN(S(=O)(=O)c2ccccc2)CC1)Nc1ccc(F)cc1F	5	12	17	-8	21	-5	-18	3	2	-32	2
35	CC1(C)CC(=O)CC(C2(O)C(=O)N(Cc3ccccc3)c3ccccc32)O1 (configuration not stated)	-4	19	41	4	3	-9	-5	0	-22	-35	1
36	CCCCOc1ccc(C(=O)NCC(=O)N(C)CC(=O)Nc2ccc(N3CCOCC3)cc2)cc1	9	-66	-40	17	15	-3	-1	-5	-31	-16	-3
37	CCOC(=O)c1ccc(NC(=O)Cn2nc(C)c3ccccc3c2=O)cc1	16	9	-9	19	2	0	14	-1	-4	-13	1
38	COc1ccc(-c2c(C)n([O-])c(C)c(-c3ccccc3)[n+]2=O)cc1OC	-4	-32	7	-2	-57	-2	-4	4	-22	14	2
39	CCOC(=O)c1c(NC(=O)C2CCCN2S(=O)(=O)c2cccc3nsnc23)sc(C)c1C (configuration not stated)	-2	7	-4	-3	37	3	-6	1	15	-14	.
40	COc1ccccc1NS(=O)(=O)CC12CCC(CC1=O)C2(C)C (configuration not stated)	-3	16	12	-2	-4	5	-9	-7	-16	-17	0
41	O=C(CN1CCN(Cc2ccc(Cl)cc2)C1=O)NCc1cccs1	-7	16	16	-8	.	12	-2	-2	8	-1	-2
42	O=C(C1CCCN(Cc2ccccc2)C1)N1CCc2ccccc2C1 (configuration not stated)	6	9	6	6	2	-15	-3	-2	12	-15	-5
43	CCC(=O)N1CCC1(C)C(=O)NS(=O)(=O)c1cccc(C#N)c1 (configuration not stated)	.	-17	8	-12	-3	10	-8	0	14	-32	.
44	Cc1cccc(NS(=O)(=O)c2ccc(NS(=O)(=O)c3cccs3)cc2)c1	-5	8	9	-1	3	-1	-19	0	-25	12	-1
45	CCCCc1ccc(NC(=O)Cn2c(=O)c(N3CCCCC3)c(N)n(C)c2=O)cc1	0	2	-2	7	15	-4	-6	-5	0	-40	.
46	COc1ccc(/C=N/NC(=O)CC(=O)NCc2cccnc2)cc1	-2	-5	8	-1	4	-13	.	-8	8	-12	-2
47	COCCNc1nc(NCc2cccc(OC)c2OC)c2sccc2n1	.	10	12	-10	39	.	-6	-39	5	8	.
48	Cc1ccc(OC(C)C)c(CN(CCO)CCO)c1	-18	13	0	3	-2	15	.	7	10	-7	-3
49	CCc1ccc(OCC(=O)NC(NC(=S)Nc2ccccc2)C(Cl)(Cl)Cl)cc1 (configuration not stated)	26	23	46	-12	67	-14	-6	9	2	-14	1
50	O=C(CCc1ccccc1)NNC(=O)c1ccccc1Cl	1	3	4	-3	-5	-11	-4	3	6	-5	1

Carrying on.
#	mol	MITF TRPM1 inh	HIF-2a inh	Peg3 promoter	KKLEB cytotox	Shn3 inh set2	Vif inh	CaV13 ICDI inh	PDI turbidity	CF NFkB inh	NR2E3 ag-1	NR2E3 ag-2
51	CCCCC(CCc1ccccn1)C(=O)c1ccccc1 (configuration not stated)	-28	-107	-86	20	-1	2	-11	-2	11	-33	.
52	CC(=O)O[C@]1(C(C)=O)CC[C@H]2[C@@H]3C=CC4=CC(=O)C=C[C@]4(C)[C@H]3CC[C@@]21C	-5	24	-2	4	3	2	-20	8	22	-32	-4
53	COC(=O)c1ccc(-c2noc(CN(Cc3ccccn3)CC3CCCO3)n2)cc1 (configuration not stated)	7	6	-5	-3	-13	3	-3	-1	-7	-5	2
54	Cc1noc(C)c1COC(=O)c1cc(C)n(-c2ccccc2)c1C	-52	-190	-192	-5	-4	-41	-8	4	-32	-21	0
55	CN(C(=O)c1cccc(NC(=O)Cc2ccc(NC(=O)C3CCCN(C(=O)C4CC4)C3)cc2)c1)C1CC1 (configuration not stated)	7	-2	-17	-1	13	8	-3	0	-36	7	.

An excerpt of these results, with each value named:
53. COC(=O)c1ccc(-c2noc(CN(Cc3ccccn3)CC3CCCO3)n2)cc1 (configuration not stated)
  MITF TRPM1 inh: 7
  HIF-2a inh: 6
  Peg3 promoter: -5
  KKLEB cytotox: -3
  Shn3 inh set2: -13
  Vif inh: 3
  CaV13 ICDI inh: -3
  PDI turbidity: -1
  CF NFkB inh: -7
  NR2E3 ag-1: -5
  NR2E3 ag-2: 2
54. Cc1noc(C)c1COC(=O)c1cc(C)n(-c2ccccc2)c1C
  MITF TRPM1 inh: -52
  HIF-2a inh: -190
  Peg3 promoter: -192
  KKLEB cytotox: -5
  Shn3 inh set2: -4
  Vif inh: -41
  CaV13 ICDI inh: -8
  PDI turbidity: 4
  CF NFkB inh: -32
  NR2E3 ag-1: -21
  NR2E3 ag-2: 0

Screens as filed in PubChem.
